From PubChem
CHRM1 antagonist = human M1 muscarinic receptor antagonists, primary screen, CHO-K1 cells, Fluo-8 calcium fluorescence, 1536-well | Muscarinic acetylcholine receptor M1 (Homo sapiens), P11229 | CHO-K1 hM1, ACh EC80 antagonist | inhibition, % at 3 µM | hit rate 1.3% among 360,000;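 active = percent inhibition above its own plate's cutoff, namely the mean of that plate's compound wells plus 3 SD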;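 note: peak over basal fluorescence ratio during 140 s after agonist addition; 0% = ACh EC80 plus DMSO and 100% = DMSO alone without agonist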
Target sequence (P11229 whole entry, looked up): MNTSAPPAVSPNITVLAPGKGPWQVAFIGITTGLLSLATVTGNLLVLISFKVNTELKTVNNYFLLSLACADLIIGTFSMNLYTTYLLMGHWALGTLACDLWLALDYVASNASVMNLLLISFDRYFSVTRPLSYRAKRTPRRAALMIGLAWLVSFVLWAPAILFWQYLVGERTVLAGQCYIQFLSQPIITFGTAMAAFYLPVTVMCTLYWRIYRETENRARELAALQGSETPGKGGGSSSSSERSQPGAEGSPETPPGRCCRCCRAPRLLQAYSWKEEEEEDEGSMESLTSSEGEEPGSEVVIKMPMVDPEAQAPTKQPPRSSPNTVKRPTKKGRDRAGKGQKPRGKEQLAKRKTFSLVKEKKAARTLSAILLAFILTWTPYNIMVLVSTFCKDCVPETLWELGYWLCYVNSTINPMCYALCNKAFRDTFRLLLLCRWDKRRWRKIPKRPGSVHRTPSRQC
OXTR potentiator = human OXTR potentiators, primary screen, fluorescence, CHO-OTR cells, Fluo-8 calcium; Oxytocin receptor (Homo sapiens), P30559; Fluo-8 calcium fluorescence, potentiator mode; 0% = oxytocin EC15, 100% = EC100; activation, % at 3 µM; hit rate 0.061% among 320,000; AID 2445, 2010;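 active = activation above that plate's cutoff, the mean activation of tested compounds plus 3 SD, cut at about 6.6% in these data, passing the limit was not always enough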;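 note: 100% uses oxytocin at 75 nM as the full agonist control; some results filed as inactive read as strong as hits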
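Material: CHO-OTR cells, human receptor; compound dosing: single dose, 3.0 µM nominal final compound concentration; schedule: 6 min compound pre-incubation at room temperature, 100 s kinetic read; measured by: kinetic Fluo-8 calcium fluorescence; read-out basis: % activation vs EC15 and EC100 oxytocin; controls: EC15 oxytocin alone as 0%, 75 nM oxytocin as 100%; replicates: singlicate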
CHRM1 agonist = human M1 muscarinic receptor agonists, primary screen, Fluo-8 calcium fluorescence, CHO-K1 cells, HTS; activation, % at 3 µM; hit rate 0.33% among 360,000; Muscarinic acetylcholine receptor M1 (Homo sapiens), P11229; CHO-K1 hM1, agonist mode; 0% DMSO, 100% acetylcholine EC100;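 active = activation above the run's mean compound activation plus 3 SD, cut at about 16% in these data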;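 note: peak over basal fluorescence ratio within a 140 s kinetic read after compound addition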
M4 antag = human M4 muscarinic receptor antagonists, primary screen, CHO cells, Fluo-8 calcium fluorescence. Muscarinic acetylcholine receptor M4 (Homo sapiens), P08173. inhibition, % at 3 µM. CHO-hM4 cells, ACh EC80. hit rate 0.73% among 360,000;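 active = inhibition above its plate's cutoff, the mean inhibition of sample wells plus 3 SD, cut at about 27% in these data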;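 note: 0% = acetylcholine EC80 with DMSO and 100% = DMSO without agonist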
Target sequence (P08173 whole entry, looked up): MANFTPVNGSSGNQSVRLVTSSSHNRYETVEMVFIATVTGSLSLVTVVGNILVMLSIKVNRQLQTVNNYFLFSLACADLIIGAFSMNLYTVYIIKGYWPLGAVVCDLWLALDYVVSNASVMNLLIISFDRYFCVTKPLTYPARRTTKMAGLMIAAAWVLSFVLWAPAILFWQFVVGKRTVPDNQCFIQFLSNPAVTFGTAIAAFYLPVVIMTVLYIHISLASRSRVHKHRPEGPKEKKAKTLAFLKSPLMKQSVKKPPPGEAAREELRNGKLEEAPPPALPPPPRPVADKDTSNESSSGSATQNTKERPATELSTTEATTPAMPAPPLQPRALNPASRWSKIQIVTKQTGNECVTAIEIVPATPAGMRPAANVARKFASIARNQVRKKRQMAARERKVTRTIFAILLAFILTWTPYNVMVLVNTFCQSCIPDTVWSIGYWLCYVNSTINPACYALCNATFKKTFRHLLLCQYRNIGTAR
M1 ag parental = counter-screen for M1 agonists: effect in parental CHO-K1 cells; Fluo-8 calcium fluorescence; scaled to maximal ATP response, vehicle zero; activation, % at 3 µM; hit rate 0.48% among 360,000; in the data active = activation above about 15%;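 note: untransfected CHO-K1 host cells lacking M1 receptor as counterscreen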
CHO parental Ca = ATP-evoked calcium signal inhibitors, parental CHO, primary screen, counter-screen for OX1R antagonist project, cell-based, fluorescence, Fluo-8 calcium dye; parental CHO-K1, ATP-induced calcium, Fluo-8 fluorescence; inhibition, % at 5.6 µM; hit rate 0.63% among 330,000; AID 463079, 2010;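 active = inhibition above that plate's mean sample inhibition plus 3 SD, cut at about 26% in these data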;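 note: 0% = ATP-challenged DMSO wells and 100% = DMSO wells without ATP; some compounds past the cut are filed as inactive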
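Measured by: calcium-sensitive Fluo-8 fluorescence / Test system: CHO parental line / Controls: ATP-challenged DMSO wells low, unchallenged DMSO wells high / Measure: % inhibition / Compound: single nominal dose of 5.6 µM per compound / Replicates: single well per compound, no replicates / Reagent: ATP as calcium-mobilizing challenge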
M1 PAM = human M1 muscarinic receptor positive allosteric modulators, primary screen, CHO-K1 cells, Fluo-8 calcium fluorescence, 1536-well | Muscarinic acetylcholine receptor M1 (Homo sapiens), P11229 | CHO-K1 hM1, ACh EC20; 0% = ACh EC20, 100% = maximal ACh | activation, % at 3 µM | hit rate 0.088% among 360,000 | AID 588819, 2011; in the data active = activation above about 19%, passing the limit was not always enough
CHO-K1 Ca antag = nonselective inhibitor or artifact in parental CHO-K1 cells | ATP-induced calcium, Fluo-8 fluorescence | inhibition, % at 3 µM | hit rate 0.6% among 360,000 | AID 602250;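 active = inhibition above a per-plate cutoff, the plate's mean sample inhibition plus 3 SD, cut at about 24% in these data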;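 note: 0% = DMSO plus EC80 ATP and 100% = DMSO alone without ATP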
CHRM4 agonist = human M4 muscarinic receptor agonists, primary screen, CHO-K1 cells, Fluo-8 calcium fluorescence; Muscarinic acetylcholine receptor M4 (Homo sapiens), P08173; CHO-K1 hM4/Gqi5; vehicle 0%, full acetylcholine response 100%; activation, % at 3 µM; hit rate 0.14% among 360,000;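 active = activation above the run mean over all test wells plus 3 SD, cut at about 32% in these data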;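 note: peak over basal fluorescence ratio per well then scaled between controls; 0% = DMSO wells and 100% = acetylcholine at EC100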
Numbers without * were called inactive; nt = no result given.

SMILES | CHRM1 antagonist | OXTR potentiator | CHRM1 agonist | M4 antag | M1 ag parental | CHO parental Ca | M1 PAM | CHO-K1 Ca antag | CHRM4 agonist
COc1cccc(NC(=S)Nc2ccc(O)cc2)c1 | 1 | -4 | -2 | 1 | 4.1 | -7 | 0 | 0 | 12
O=C(NCc1ccccc1)c1ccc(C(=O)N(C2CCCCC2)C2CCCCC2)cc1 | -6 | -2 | -6 | -4 | -0.3 | -25 | 4 | -33 | -1
O=c1c2ccccc2n2c(-c3ccc(C(F)(F)F)cc3)nnc2n1Cc1ccccc1 | 6 | -3 | -7 | 10 | -0.7 | 3 | -4 | 19 | 1
CSc1cccc(NC(=O)c2nnn(CC(=O)Nc3cc(C)cc(C)c3)c2N)c1 | 4 | -3 | -2 | 8 | 0.2 | -2 | 0 | 13 | 1
COc1ccc2c3c(c(=O)oc2c1OCC(=O)C(C)(C)C)CCCC3 | 0 | -4 | -4 | 4 | 2.2 | -25 | 2 | 3 | 1
C#CCOCCOCCOCCNc1nc(N2CCN(C(=O)[C@H](CO)n3cc([C@@H](N)C(C)C)nn3)CC2)nc(N2CCN(C(=O)[C@H](CO)n3cc([C@@H](N)C(C)C)nn3)CC2)n1 | 4 | nt | -10 | -5 | 0.8 | nt | -1 | -9 | 1
COc1ccc(NC(=O)C2(C)CCN2CCOc2ccccc2)cc1OC (stereo unspecified) | -12 | nt | -4 | -12 | 0.7 | nt | 6 | 7 | 2
COc1ccc(C2SCCN2S(=O)(=O)c2ccc(F)cc2)cc1OC (stereo unspecified) | -22 | 4 | -2 | -6 | 4.3 | -16 | -1 | -8 | 10
CCN(CC)c1ccc2cc(C(C)=O)c(=O)oc2c1 | -23 | -17 | 13 | 5 | 7.7 | 8 | 1 | -2 | 4
Nc1nnc(SCCCC(=O)c2ccc(Br)cc2)s1 | -3 | -10 | -3 | -6 | 5.7 | -7 | -2 | -5 | 8
COC[C@H]1CCCN1c1ccc2c(c1)O[C@@H](COCc1ccccc1)CN([C@@H](C)c1ccccc1)S2(=O)=O | nt | nt | nt | 1 | 0.9 | nt | nt | -8 | -1
O=C(Nc1ccc(Cl)cc1C(F)(F)F)c1ccccc1 | -6 | -3 | -8 | 5 | 0.1 | -9 | -1 | -4 | 0
O=C(CN1CCN(c2ccc(F)cc2)CC1)N1N=CCC1c1ccccc1 (stereo unspecified) | 103* | -6 | -12 | 6 | 1.6 | 0 | 9 | -5 | 2
Cc1nc(SCC(=O)c2ccc(Cl)s2)c2oc3ccccc3c2n1 | -10 | -2 | -4 | -6 | 0.6 | -16 | 8 | -1 | 0
O=C(O)/C=C/C(=O)NNC(=O)c1cccc(Br)c1 | -11 | 1 | -10 | 7 | 0.3 | -8 | 12 | -8 | 0
O=S(=O)(Nn1c(O)c(C=C2N=c3ccccc3=N2)sc1=S)c1ccccc1 | 3 | -5 | -5 | 3 | -0.1 | 3 | -3 | 23 | 0
CCOc1ccc(C(=O)c2nc3c(n2O)CCCC3)cc1 | -2 | -6 | 5 | -2 | 1.0 | -1 | 8 | -19 | 2
COc1ccc(NC(=O)c2cc(-c3ccccc3)on2)cc1 | -19 | 1 | 2 | -11 | -0.3 | 10 | 21 | 0 | 1
CCOC(=O)N1CCC(NC(=O)c2cc(S(=O)(=O)N3CCOCC3)ccc2F)CC1 | -19 | -3 | -9 | -10 | 2.3 | -10 | 10 | -19 | 2
C[C@@H]1CN[C@@H](CCO)/C1=C\c1ccccc1 | -4 | nt | -6 | 0 | 0.6 | nt | 1 | -13 | 0
Cc1cc(C(=O)O)ccc1-n1c(C)cc(C=C2C(=O)c3ccccc3C2=O)c1C | 8 | -11 | -4 | 10 | 1.2 | -12 | -7 | 10 | 3
COC(=O)C1=C(C)NC(=O)CC1c1ccc(F)c(Br)c1 (stereo unspecified) | 10 | 0 | -5 | 16 | 0.4 | -4 | -1 | -6 | 1
CCc1c(C)nc(SCC(=O)Nc2c(C)n(C)n(-c3ccccc3)c2=O)[nH]c1=O | -4 | 0 | -4 | -13 | 0.5 | -5 | 6 | -7 | 0
COc1ccc(-c2cc(C(=O)Nc3cc(Cl)ccc3O)no2)cc1 | -19 | -3 | 0 | -4 | 0.5 | -5 | 18 | -2 | 1
COc1ccc2c(c1OC)C(=O)N(c1cccc(NC(C)=O)c1)C2 | -6 | -10 | 1 | -17 | -0.1 | -10 | 7 | -5 | 1
Cc1ccnc(NC(=O)CNC(=O)c2ccc(C)s2)c1 | -11 | -4 | 1 | -11 | 0.1 | -6 | 21 | -3 | 0
O=C(c1ccccc1F)N(Cc1cccnc1)Cc1cc2cc3c(cc2[nH]c1=O)OCCO3 | 7 | -6 | -6 | -4 | 2.3 | -24 | -1 | -10 | 6
O=C(NC(=S)NCc1ccccc1)c1ccc(Br)o1 | -11 | -9 | -5 | 6 | 0.3 | -9 | 8 | -5 | -1
CCC(COC)NCc1cn(-c2ccc(OC)cc2)nc1-c1cccc(F)c1 (stereo unspecified) | -3 | -5 | -6 | -17 | 2.9 | -11 | 2 | -13 | 4
COc1ccc(Nc2nc(NN)nc(C)c2[N+](=O)[O-])cc1 | -2 | -1 | -3 | 6 | 0.2 | -13 | 4 | -11 | -1
O=C(/C=C/c1cccs1)N1CCC2(CC1)Oc1ccc(Cl)cc1C(=O)C21CC(c2ccc(Cl)cc2)=NO1 (stereo unspecified) | 4 | -2 | -4 | -5 | -0.5 | -8 | 8 | -3 | 3
Cc1nn(Cc2ccc(C(=O)Nc3ccc(C(=O)OC(C)C)cc3)o2)c(C)c1Cl | 15 | -9 | -11 | 23 | 1.0 | -4 | -14 | -2 | 5
CCCn1c(=O)c2c(nc3n2CCN3Cc2ccco2)n(C)c1=O | 7 | -19 | 9 | -6 | 0.5 | 10 | 17 | 16 | 1
COc1ccc2cc3cc(C(=O)NCCCN4CCOCC4)oc3nc2c1 | -21 | -19 | -4 | 7 | 0.2 | -3 | 5 | 1 | 1
Cn1c(CCN2CCOCC2)nc2cc(NC(=O)COc3ccccc3)ccc21 | 11 | 1 | -5 | 14 | 0.1 | 2 | 5 | 26* | 1
COc1ccc(N2CCN(C(C)C(=O)N3CCc4ccccc43)CC2)cc1 (stereo unspecified) | 0 | -7 | -2 | -6 | -0.5 | -33 | 5 | 9 | 0
Cc1ccc(C(=O)NC(=S)Nc2ccc(S(=O)(=O)N3CCN(C)CC3)cc2)cc1 | -5 | -9 | -1 | 1 | 11 | -26 | -1 | -11 | 5
CCC(C)NC(=O)c1cc(OC)c(OC)c(OC)c1 (stereo unspecified) | -13 | -8 | -2 | 5 | -0.2 | -6 | 14 | -7 | 0
Cc1cc([N+](=O)[O-])nn1CC(=O)NCc1ccco1 | -9 | -1 | -5 | -1 | 0.5 | -4 | 17 | -5 | 0
COc1ccc(-n2c(Cc3cccn3C)nnc2SCC(=O)Nc2ccc(Cl)cc2)cc1 | -5 | -8 | -3 | -8 | -0.3 | -14 | 2 | -1 | 0
CCOc1ccc(C(C)(O)CN2CCOCC2)cc1 (stereo unspecified) | 1 | -6 | -4 | -3 | -0.1 | 9 | 4 | 2 | 1
COC(=O)c1ccc(NC(=O)N2CCC(O)(c3cccnc3)CC2)cc1 | -4 | -1 | -2 | 3 | 2.7 | -5 | 2 | -8 | 6
Nc1nc(SCC(=O)c2cccs2)n[nH]1 | -5 | -9 | 0 | -3 | -0.6 | -14 | 6 | 10 | 2
CC(OC(=O)CCCN=C1NS(=O)(=O)c2ccccc21)C(=O)NC1CCCCC1C (stereo unspecified) | -2 | -3 | -3 | 4 | 0.1 | -3 | 5 | -3 | 1
CCN(CC(=O)Nc1c(F)cccc1F)C(=O)c1ccc(C(F)(F)F)cc1 | -5 | -12 | -2 | -6 | 0.5 | -8 | 2 | -14 | 1
O=c1c(Cl)c(NS(=O)(=O)c2ccccc2)cnn1-c1ccccc1 | -7 | -6 | -3 | 10 | -0.3 | -8 | -1 | -9 | 0
CC1(C)C2CC=C(/C=N/NC(=S)Nc3cccnc3)C1C2 (stereo unspecified) | 1 | -9 | -5 | -1 | 16* | -26 | 0 | 14 | 1
CC1(C)CC(=O)C(N=Nc2cccc(F)c2C#N)=C(O)C1 | -2 | -3 | -7 | -12 | 0.5 | -12 | 3 | -16 | 0

In the list so far, 10 have fluorine.
SMILES | CHRM1 antagonist | OXTR potentiator | CHRM1 agonist | M4 antag | M1 ag parental | CHO parental Ca | M1 PAM | CHO-K1 Ca antag | CHRM4 agonist
O=c1c2ccccc2n2c(-c3ccc(C(F)(F)F)cc3)nnc2n1Cc1ccccc1 | 6 | -3 | -7 | 10 | -0.7 | 3 | -4 | 19 | 1
COc1ccc(C2SCCN2S(=O)(=O)c2ccc(F)cc2)cc1OC (stereo unspecified) | -22 | 4 | -2 | -6 | 4.3 | -16 | -1 | -8 | 10
O=C(Nc1ccc(Cl)cc1C(F)(F)F)c1ccccc1 | -6 | -3 | -8 | 5 | 0.1 | -9 | -1 | -4 | 0
O=C(CN1CCN(c2ccc(F)cc2)CC1)N1N=CCC1c1ccccc1 (stereo unspecified) | 103* | -6 | -12 | 6 | 1.6 | 0 | 9 | -5 | 2
CCOC(=O)N1CCC(NC(=O)c2cc(S(=O)(=O)N3CCOCC3)ccc2F)CC1 | -19 | -3 | -9 | -10 | 2.3 | -10 | 10 | -19 | 2
COC(=O)C1=C(C)NC(=O)CC1c1ccc(F)c(Br)c1 (stereo unspecified) | 10 | 0 | -5 | 16 | 0.4 | -4 | -1 | -6 | 1
O=C(c1ccccc1F)N(Cc1cccnc1)Cc1cc2cc3c(cc2[nH]c1=O)OCCO3 | 7 | -6 | -6 | -4 | 2.3 | -24 | -1 | -10 | 6
CCC(COC)NCc1cn(-c2ccc(OC)cc2)nc1-c1cccc(F)c1 (stereo unspecified) | -3 | -5 | -6 | -17 | 2.9 | -11 | 2 | -13 | 4
CCN(CC(=O)Nc1c(F)cccc1F)C(=O)c1ccc(C(F)(F)F)cc1 | -5 | -12 | -2 | -6 | 0.5 | -8 | 2 | -14 | 1
CC1(C)CC(=O)C(N=Nc2cccc(F)c2C#N)=C(O)C1 | -2 | -3 | -7 | -12 | 0.5 | -12 | 3 | -16 | 0
